MT stabilize HCS: microtubule stabilizers in HeLa cells, primary screen, imaging, high-content imaging | % tubulin-high responders, % at 10 µM | 200,000 compounds, 0.83% hits | HeLa tubulin immunostaining HCS, 24 h; share of cells brighter than vehicle mean+2SD;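 active = plate Z-score above 3 for both tubulin-high and condensed-nucleus cell shares, with cell loss under 80%, at 10 µM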;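 note: anti alpha tubulin signal scored within the nucleus-defined area of each cell; some results filed as inactive read as strong as hits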
Insulin prom up: insulin promoter activators in MIN6 cells, imaging, high-content screening, mouse beta cells | MIN6 insulin promoter-GFP reporter; hits give high values | z-score at 5 µM | 190,000 compounds, 0.3% hits;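 active = z-score above 3 at 5 µM with at least 500 cells counted in the well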
WT yeast gro inh: growth inhibition of WT strain, primary screen, mitochondrial fusion inhibitor project, WT and mutant strains, chemical genetic; inhibition, % at 10 µM; AID 1362, 2008; 190,000 compounds, 2.1% hits; mitochondrial fusion phenotypic screen; in the data active = inhibition above about 58%; tested in S. cerevisiae
b-catenin transl: modulators of beta-catenin nuclear translocation, primary screen, imaging, HeLa cells, immunofluorescence, high-content. nuclear translocation activity, % at 5 µM. 190,000 compounds, 0.3% hits;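 active = nuclear translocation activity above 50% at 5 µM, with a well cell count of 50 or more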;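 note: per-cell ratio of nuclear to cytoplasmic median beta-catenin stain intensity; plate controls were DMSO negative control for no effect and GSK-3 inhibitor IX positive control for full effect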
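Signal – beta-catenin immunofluorescence imaging with DAPI · Test system – human HeLa cell line · Dosing – 5 µM primary single dose, 0.1% DMSO, 0.02–20 µM confirmation series · Measure – % activation, nuclear-to-cytoplasmic median beta-catenin signal ratio per cell · Incubation – 24 h compound exposure at 37°C, 5% CO2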
human PMI inhibition: inhibitors of human PMI, primary screen, biochemical, fluorescence intensity, coupled assay (AID 1209); purified PMI enzyme, coupled fluorescence intensity; higher % means a stronger effect; Mannose-6-phosphate isomerase (Homo sapiens); 190,000 compounds, 0.42% hits; inhibition, % at 20 µM; hits with a dose series show IC50 in µM;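 note: plate controls were DMSO vehicle for no effect and wells lacking substrate for full effect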
Yfh1-depleted yeast: enhancers of respiration in Yfh1-depleted yeast, dose response, Friedreich's ataxia, plus single-dose screen (AID 1465). S. cerevisiae Yfh1-off respiration, WST-1 reduction, 72 h; higher fold induction means a stronger effect. fold induction at 50 µM; hits with a dose series show EC50 in µM. 220,000 compounds, 0.074% hits;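 active = fold induction of absorbance versus untreated yeast above a set limit, then at least 30% activation at any dose in follow-up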;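 note: activators that raise dye reduction in frataxin-depleted yeast; strong numbers were not always called active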
PMI inhibition: human PMI inhibitors, high substrate, primary screen, biochemical, fluorescence intensity, high mannose 6-phosphate (AID 1220); Mannose-6-phosphate isomerase (Homo sapiens); recombinant PMI enzyme, coupled fluorescence intensity; higher % means a stronger effect; one-dose inhibition, % at 20 µM; IC50 in µM for titrated hits; 190,000 compounds, 0.66% hits
Dynein transport: inhibitors of GR-EGFP nuclear translocation, primary screen, dynein cargo transport inhibitor project, imaging, high-content, 3617.4 mouse cells; test concentration mostly 20 µM; stimulated with dexamethasone, 1 µM; hits give low values; 220,000 compounds, 0.47% hits; z-score, hits read low;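 active = plate z-score of nuclear minus cytoplasmic receptor signal below a set negative limit, without overly bright fluorescence or cell loss, cut at about -3.5 in these data, passing the limit was not always enough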;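 note: z-score of nuclear minus cytoplasmic ring GR-EGFP intensity difference per well; some compounds called inactive have numbers as strong as hits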
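Schedule: 48 h induction, then 1 h compound, then 30 min agonist, 37 °C. Buffer or medium: tetracycline-free induction medium containing charcoal-stripped FBS. Reagent: 1.0 µM final dexamethasone stimulus. Evaluation: nuclear versus cytoplasmic GR-EGFP signal, averaged per well. Signal: high-content fluorescence imaging after fixation.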
Autophagy HCS: autophagy modulators in MEF cells, primary screen, imaging, high-content, MEF GFP-LC3; MEF GFP-LC3 puncta imaging; test concentration mostly 10 µM; calls only at 10 µM (by protocol); 190,000 compounds, 0.98% hits;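 active = percentage of spot-positive cells more than 3 SD above its plate mean, without a fluorescence outlier flag or 80% toxicity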;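 note: spot-positive cell cutoff set from DMSO-treated cells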
WT yeast gro inh mutant strain: also measured in WT yeast gro inh; calls as there; inhibition, %; mitochondrial fusion phenotypic screen, mutant strain inhibition
Dynein transport cytoplasmic EGFP: also measured in Dynein transport; calls as there; z-score; measured here: cytoplasmic GR-EGFP intensity; hits give high values
Dynein transport nuclear GR-EGFP: further read-out of Dynein transport, marked with its call; z-score; measured here: nuclear GR-EGFP intensity;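 lower value marks the stronger effect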
Dynein transport cell count: recorded beside Dynein transport, whose call it bears; z-score; measured here: cell count per field
Insulin prom up cell count: second read-out of Insulin prom up, no call of its own (marks repeat the call); cell count; measured here: cytotoxicity, nuclei count;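 total cells summed across four imaged fields per well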
b-catenin transl cell count 5 µM: further read-out of b-catenin transl, marked with its call; cell count; measured here: cell count, cytotoxicity flag
MT stabilize HCS Hoechst-high %: further read-out of MT stabilize HCS, marked with its call; % Hoechst-high responders; measured here: nuclear condensation Hoechst responders;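 share of cells brighter than vehicle mean plus two SD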
MT stabilize HCS cytotoxicity %: second read-out of MT stabilize HCS, no call of its own (marks repeat the call); toxicity, %; measured here: cytotoxicity by cell density;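 0% = mean cell density of plate MIN control wells and 100% = no cells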
Autophagy HCS cell loss 18 h: second read-out of Autophagy HCS, no call of its own (marks repeat the call); toxicity, %; measured here: cell loss, nuclei count;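 cell loss after 18 h compound exposure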
* = called active by the depositor; i = inactive; . = not tested or not shown. Cut-off read from the data, not from the text of the source, unless noted: active = inhibition above about 50%; inactive = the rest.

SMILES	MT stabilize HCS	MT stabilize HCS Hoechst-high %	MT stabilize HCS cytotoxicity %	Insulin prom up	Insulin prom up cell count	WT yeast gro inh	WT yeast gro inh mutant strain	b-catenin transl	b-catenin transl cell count 5 µM	human PMI inhibition	Yfh1-depleted yeast	PMI inhibition	Dynein transport	Dynein transport cytoplasmic EGFP	Dynein transport nuclear GR-EGFP	Dynein transport cell count	Autophagy HCS	Autophagy HCS cell loss 18 h
COc1ccc2sc(NC(C)=O)nc2c1	4.0	3.2	5.9	-0.51	786	15	23	-3.7	1158	13%	i	6%	-0.75	-0.31	-0.97	0.36	i	-5
Cc1c(C(=O)O)sc2nc3n(c(=O)c12)CCCCC3	1.6	1.7	6.1	0.24	1262	41	14	2.2	1160	4%	i	-3%	0.21	-0.15	0.18	-0.058	i	0
O=C(c1ccc(S(=O)(=O)Cc2ccccc2F)c([N+](=O)[O-])c1)N1CCCCCC1	4.5	3.7	12	0.35	1048	-11	-6	4.7	1000	0%	i	1%	-0.74	-0.26	-0.62	0.83	i	15
COCCNC(=O)COC(=O)c1ccc(OCC(=O)Nc2ccccc2OC)c(OC)c1	6.0	3.6	2.7	0.33	1188	-16	8	-3.7	1124	0%	i	4%	0.068	-0.31	0.3	0.18	i	8
CCCSc1nnc(Sc2nnnn2-c2ccccc2)s1	8.8	9.9	21	.	.	7	36	-7.7	1034	-9%	.	-12%	-2.8	0.18	-1.3	-0.46	i	53
Cn1c(CCc2ccc(N)cc2)nc2ccccc21	1.7	2.1	4.3	0.1	1490	4	10	-0.1	1461	-2%	i	4%	-0.0052	-0.23	0.0077	0.33	i	-27
Cc1ccc(/C=N/NC(=O)CCCOc2ccc(Cl)cc2Cl)cc1	15	18	28	-0.51	1373	6	-3	115*	108*	14%	i	10%	0.4	-0.097	0.4	-0.58	i	10
CC(C)Oc1cccc(C(=O)C2CCCN(Cc3cccn3-c3cccnc3)C2)c1 (stereo unspecified)	.	.	.	-0.02	1157	.	.	1.8	1339	.	i	.	-0.42	-0.25	-0.12	0.21	.	.
Cc1ccc(CNC(=O)CSc2nc3n[nH]c(C)c3c(=N)n2-c2cccc(C)c2)cc1	1.1	0.6	9.7	-0.14	893	6	13	.	.	4%	i	3%	-0.092	0.54	-0.17	0.41	i	-1
CC(NC(=S)Nc1ccc(OC(F)F)cc1)c1ccc(F)cc1 (stereo unspecified)	2.6	1.2	12	-0.91	1523	43	-14	-4.0	1113	16%	i	15%	0.31	-0.31	0.079	-0.56	i	-4
CCOC(=O)c1cc(OC(=O)c2ccccc2OC)n(-c2ccccc2)n1	2.1	1.3	6.2	0.74	888	-24	-37	.	.	-11%	i	-10%	0.59	-0.31	0.35	0.24	i	-1
O=S(=O)(NCC(c1cccnc1)N1CCN(c2ccc(F)cc2)CC1)c1ccccc1 (stereo unspecified)	3.0	2.1	3.0	.	.	.	.	.	.	.	i	.	-0.35	-0.25	0.12	0.44	i	34
Cc1cc(/C(=N/O)C(C)(C)NO)ccc1Cl	5.3	2.2	5.6	-0.06	1816	-3	-3	-0.8	1093	4%	i	-11%	0.94	0.018	0.93	-0.53	i	12
CCN1N=C(c2cc(Cl)sc2Cl)CSC1=O	3.4	3.0	0.8	.	.	23	-4	2.7	392	-1%	i	2%	0.057	-0.25	-0.24	-0.79	i	-2
Cc1ccccc1NC1=NC2(CCCC2)N=C(N)N1	6.3	1.4	9.2	-0.54	1226	-8	-4	2.2	1094	-6%	i	-3%	-0.1	-0.28	-0.22	0.74	i	4
O=C(Oc1ccc(N(Cc2cccs2)C2=NS(=O)(=O)c3ccccc32)cc1)c1ccccc1F	2.7	1.4	4.6	.	.	14	11	-0.9	1156	4%	i	0%	-0.33	-0.093	0.038	0.5	i	-3
CCOC(=O)NC1(C(F)(F)F)C(=O)N(Cc2ccccn2)C2=C1C(=O)CC(C)(C)C2 (stereo unspecified)	3.9	4.5	6.7	.	.	1	10	3.3	1218	-7%	i	-7%	-0.71	-0.33	-0.29	0.23	i	4
Cc1[nH]c(=O)[nH]c(=O)c1NC(=O)c1sc2nc3c(C)cccc3cc2c1N	1.7	3.3	5.0	0.67	1317	4	-2	-0.1	513	6%	i	-15%	0.04	-0.21	0.14	0.42	i	14
CCSC(C)CC1C/C(=N/O)c2c(C)noc2C1 (stereo unspecified)	4.5	3.1	5.9	-0.3	1302	0	-25	-0.7	1474	-8%	i	-10%	-0.22	-0.16	-0.011	0.64	i	5
CCc1ccc(OCC(=O)Nc2ccc(S(=O)(=O)N3CCCC3)cc2)c(Br)c1	1.6	0.7	4.0	0.31	808	-2	-30	-1.5	1134	15%	i	4%	0.42	-0.16	0.42	0.93	i	-8
COc1ccc2c(=O)c3c(=O)n(Cc4ccco4)c(-c4cc(OC)c(OC)c(OC)c4)nc3oc2c1	3.8	2.0	0.3	.	.	1	6	-2.8	1127	-19%	i	2%	-0.2	-0.21	-0.22	0.4	i	-9
O=S1(=O)CC(O)C(NCc2cccnc2)C1 (stereo unspecified)	2.6	2.2	4.7	-1.4	866	-2	0	-2.6	1106	6%	i	-3%	-0.58	-0.21	0.031	0.23	i	2
O=C(O)c1cc(C(F)(F)F)nc2c(C(F)(F)F)cccc12	5.0	1.2	4.4	0.2	1275	-1	5	-1.8	1211	4%	i	4%	0.0062	-0.14	0.41	-0.54	i	3
COc1ccc(/C=C2/SC(=O)N(CC(=O)Nc3cc(C)on3)C2=O)cc1OC	5.2	1.6	4.9	0.11	1556	3	-4	28	1013	16%	i	5%	0.87	-0.19	0.73	-0.68	i	29
Cc1ccn2cc(-c3cnoc3C)nc2c1	1.0	0.4	3.1	0.53	742	-29	-36	2.0	1139	9%	i	6%	0.48	0.042	0.15	-0.31	i	-3
CC(CN1CCCCC1)OC(=O)CCc1ccccc1 (stereo unspecified)	1.9	2.1	7.7	.	.	-3	-16	0.4	1562	-8%	i	-3%	0.35	-0.16	0.17	-0.71	i	-6
CCC/C(O)=C1\C(=O)CCCC1=NCCc1c(C)[nH]c2ccccc12	.	.	.	0.78	1015	.	.	-0.6	1300	.	i	.	0.69	1	1.1	-2.2	.	.
CN1CCN(C(=O)CN(c2cc(C(F)(F)F)ccc2Cl)S(C)(=O)=O)CC1	1.5	0.8	5.0	0.73	980	2	5	.	.	7%	i	4%	-1.3	-0.065	-0.42	0.5	i	-9
O=C(O)c1ccc(-c2nc(-c3ccccc3)c(-c3cccs3)[nH]2)cc1	.	.	.	0.71	1071	.	.	-1.2	1318	.	i	.	0.13	-0.21	0.48	-0.56	.	.
CC(=O)c1cccc(NC(=S)NCCc2ccc(Cl)cc2)c1	3.3	1.3	8.7	-0.8	1438	18	19	0.2	1412	16%	i	43%	0.13	-0.24	0.064	-0.035	i	14
COC(=O)COc1cccc(NC(=O)c2ccc(C)cc2)c1	3.5	1.5	3.9	0.87	1348	-19	-17	-0.5	1368	7%	i	7%	0.98	-0.023	0.97	-2.6	i	1
O=C(O)c1ccc2noc(-c3ccccc3)c2c1	3.0	1.5	8.4	-0.21	1351	16	17	-1.9	1102	-13%	i	-32%	-0.51	-0.16	-0.048	0.2	i	-1
CC(CSc1nnnn1-c1ccccc1)Cn1c(N2CCN(C)CC2)nc2c1c(=O)[nH]c(=O)n2C (stereo unspecified)	2.4	2.4	8.4	-0.61	1248	3	-14	-0.1	1104	-4%	i	-6%	0.55	-0.19	0.39	-0.001	i	-10
Cc1nn(-c2nnc(C)c(=O)[nH]2)c(C)c1SCC(=O)Nc1ccc(C(C)C)cc1	1.4	0.8	26	.	.	-7	-5	.	.	-7%	i	-13%	0.21	-0.22	0.28	-0.75	i	6
CCS(=O)(=O)NCCc1csc(-c2cccnc2)n1	8.4	2.0	6.1	1.9	1760	3	3	-1.8	1120	8%	i	3%	-0.77	-0.21	-0.15	0.11	.	.
COc1ccc(-c2nc(SCC(=O)NCc3ccco3)c(-c3ccccc3)[nH]2)cc1OC	2.5	1.7	9.5	0.8	870	-14	-15	.	.	5%	i	2%	-0.26	-0.018	0.18	0.15	i	6
CCC(=O)N(CCC1(C(C)C)CCOC(C)(C)C1)C(C)c1cccs1 (stereo unspecified)	.	.	.	0.22	1130	.	.	0.5	1242	.	i	.	0.52	-0.23	0.47	-1.2	.	.
Cc1ccc(N(CCCCN2C(=O)c3ccccc3C2=O)C(=O)c2cccs2)cc1	1.8	0.9	3.9	0.01	1363	-5	-1	1.6	1356	15%	i	5%	0.62	-0.23	0.087	0.025	i	2
O=C(CCCn1c(=O)[nH]c2cc(Cl)ccc2c1=O)NCCCN1CCCC1=O	1.3	1.5	9.4	-0.05	864	-3	-16	.	.	0%	i	-3%	-0.9	-0.26	-0.52	0.39	i	4

3 structures out of the list, ordered by SMILES length, lowest first:
SMILES	MT stabilize HCS	MT stabilize HCS Hoechst-high %	MT stabilize HCS cytotoxicity %	Insulin prom up	Insulin prom up cell count	WT yeast gro inh	WT yeast gro inh mutant strain	b-catenin transl	b-catenin transl cell count 5 µM	human PMI inhibition	Yfh1-depleted yeast	PMI inhibition	Dynein transport	Dynein transport cytoplasmic EGFP	Dynein transport nuclear GR-EGFP	Dynein transport cell count	Autophagy HCS	Autophagy HCS cell loss 18 h
Cc1ccn2cc(-c3cnoc3C)nc2c1	1.0	0.4	3.1	0.53	742	-29	-36	2.0	1139	9%	i	6%	0.48	0.042	0.15	-0.31	i	-3
CCS(=O)(=O)NCCc1csc(-c2cccnc2)n1	8.4	2.0	6.1	1.9	1760	3	3	-1.8	1120	8%	i	3%	-0.77	-0.21	-0.15	0.11	.	.
CCC(=O)N(CCC1(C(C)C)CCOC(C)(C)C1)C(C)c1cccs1 (stereo unspecified)	.	.	.	0.22	1130	.	.	0.5	1242	.	i	.	0.52	-0.23	0.47	-1.2	.	.

Source: PubChem (several laboratories)
